CFTR F508del cor = F508del CFTR correction, initial screen, CFBE line, single point | activity (quench increase), % at 7.58 µM | 0.36% of 350,000 active | AID 720511, 2013 | CFBE cells, YFP halide quenching; stimulated with forskolin plus potentiator P3; % fluorescence drop versus neutral controls;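 active = mean added fluorescence quench of at least 8% versus neutral control, with both replicates also reaching 8%; inconclusive = only one of the mean or replicate conditions met; inactive = mean below 8% and not both replicates reaching 8%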;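 note: cells transiently co-express mutant CFTR-F508del with the halide-sensitive YFP; corrector assay measuring rescue of mutant channel to the surface after 24 h compound exposure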
ERAP1 inh = human ERAP1 aminopeptidase inhibitors, primary screen, biochemical, single point, plate reader. Endoplasmic reticulum aminopeptidase 1 (Homo sapiens), Q9NZ08. recombinant ERAP1, Leu-AMC fluorescence, 60 min. inhibition, % at 10.7 µM. 0.15% of 340,000 active;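 active = mean replicate inhibition of at least 30%, or all replicates individually reaching that 30% level; inactive = mean below 30% and not every replicate reaching it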;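 note: 0% = neutral control wells and 100% = L-leucinethiol positive control wells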
Target sequence (Q9NZ08 whole entry, looked up): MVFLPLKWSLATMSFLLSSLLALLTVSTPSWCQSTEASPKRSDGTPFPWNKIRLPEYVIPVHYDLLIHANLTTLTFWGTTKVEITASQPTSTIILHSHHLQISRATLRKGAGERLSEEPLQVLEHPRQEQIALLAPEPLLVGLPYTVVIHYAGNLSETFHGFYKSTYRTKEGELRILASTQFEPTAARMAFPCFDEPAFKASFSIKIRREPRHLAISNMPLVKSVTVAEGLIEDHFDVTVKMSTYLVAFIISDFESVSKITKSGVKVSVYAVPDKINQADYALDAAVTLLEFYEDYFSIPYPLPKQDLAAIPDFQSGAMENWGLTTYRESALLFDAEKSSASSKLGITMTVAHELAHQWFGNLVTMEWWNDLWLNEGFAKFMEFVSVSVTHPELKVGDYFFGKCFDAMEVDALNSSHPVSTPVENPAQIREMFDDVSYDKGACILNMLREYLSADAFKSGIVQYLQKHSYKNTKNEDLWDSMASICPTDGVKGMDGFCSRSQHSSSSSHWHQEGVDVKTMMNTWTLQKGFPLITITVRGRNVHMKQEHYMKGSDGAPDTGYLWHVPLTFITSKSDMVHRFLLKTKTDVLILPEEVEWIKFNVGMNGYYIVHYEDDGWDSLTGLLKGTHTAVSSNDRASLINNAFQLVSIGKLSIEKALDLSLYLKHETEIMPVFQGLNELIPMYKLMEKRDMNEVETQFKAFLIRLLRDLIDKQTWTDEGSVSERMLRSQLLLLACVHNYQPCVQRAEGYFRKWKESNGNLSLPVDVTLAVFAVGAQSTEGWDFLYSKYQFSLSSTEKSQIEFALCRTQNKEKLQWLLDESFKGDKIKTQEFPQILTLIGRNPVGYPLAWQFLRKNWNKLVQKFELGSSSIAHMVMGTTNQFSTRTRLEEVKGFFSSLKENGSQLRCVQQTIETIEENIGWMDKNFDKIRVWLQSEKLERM
ERp5 block = inhibitors of ERp5-driven insulin aggregation, primary screen, biochemical, turbidity, absorbance 650 nm, single point. Protein disulfide-isomerase A6 (Homo sapiens), Q15084. 90 min. inhibition, % at 9.99 µM. 0.05% of 350,000 active;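 active = mean replicate inhibition above about 25%, with every replicate also reaching it, limit read from the data, passing the limit was not always enough; inconclusive = only one of those two criteria met; inactive = neither criterion met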
SIRT5 block = SIRT5 desuccinylase inhibitors, primary screen, biochemical, fluorescence imaging, single point, set 5 | NAD-dependent protein deacylase sirtuin-5, mitochondrial (Homo sapiens), Q9NXA8 | Purified SirT5, succinyl-peptide AMC, trypsin-coupled fluorescence | inhibition, % at 15 µM | 1.1% of 330,000 active; in the data active = inhibition above about 15%; inconclusive = no clear call, values can overlap the other calls
CASP6 VEID inh = human caspase-6 inhibitors, primary screen, biochemical, VEID-R110 fluorescence, single point, set 2. P55212. purified caspase-6, Z-VEID-R110 cleavage fluorescence. inhibition, % at 12.5 µM. 0.53% of 350,000 active. AID 686996, 2013;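 active = mean inhibition across replicates at least about 35%, with every replicate also reaching that limit, limit read from the data; inconclusive = only one of the two criteria met; inactive = neither criterion met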;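 note: 0% = median of neutral control wells and 100% = no fluorescence left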
DENV2 CPE rescue = inhibitors of DENV2 cytopathic effect, primary screen, cell-based, plate reader, single concentration | DENV2-infected cells, cytopathic effect rescue | CPE inhibition, % at 9.99 µM | 1.7% of 350,000 active | AID 651640, 2012; in the data active = CPE inhibition above about 20%, passing the limit was not always enough; inconclusive = no clear call, values can overlap the other calls; tested in BHK-21 cells;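 note: 0% = median of neutral control wells and 100% = median of positive control wells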
miR-122 sensor = miR-122 Renilla sensor signal increase in Huh7, primary screen, miR-122 inhibitor project, cell-based, single point, plate reader; Huh7 miR-122 Renilla luciferase sensor, 48 h; neutral wells = 0, positive control = 100; activation (reporter increase), % at 12.5 µM; 0.3% of 340,000 active;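 active = mean replicate activation score at least 90 and every replicate individually at or above 90; inconclusive = only one of the two criteria met; inactive = neither criterion met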;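 note: higher luciferase means less miR-122 activity so hits act as miR-122 inhibitors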
The depositor's hits bear a star; ? = inconclusive; · = no result given; [ ] = dose if it differs, or a comment.

mol,CFTR F508del cor,ERAP1 inh,ERp5 block,SIRT5 block,CASP6 VEID inh,DENV2 CPE rescue,miR-122 sensor
CC1CC(C)CN(S(=O)(=O)N2CCCC(C(=O)NCCCN3CCCCC3C)C2)C1 (stereo not given),0.0,1,2,3,-11,3,0
Cc1ccc(S(=O)(=O)N2CCN(C3CC(=O)N(Cc4ccccc4)C3=O)CC2)cc1C (stereo not given),-0.2,-5,-5,-4,8,8,2
C[C@H]1CN([C@@H](C)CO)C(=O)c2cc(C3=CCCC3)cnc2O[C@@H]1CN(C)C(=O)c1cccnc1,-2.7,2,3,-8,3,-9,0[16.7 µM]
Cc1ccc(C2(CCN)CCOC(C(C)C)C2)cc1 (stereo not given),·,4,7,1,-4,1,·
O=C(O)c1ccc(CNCc2cccc(Cl)c2)cc1,1.4,-9,0,21*,0,0,·
COc1ccc2c3c([nH]c2c1)[C@@H](CO)N(C(=O)Nc1c(C)noc1C)CC31CCN(CC2CCCC2)CC1,0.3,·,-2,3,·,-11,·
C[C@@H]1CN([C@@H](C)CO)C(=O)c2cc(NC(=O)C3CC3)ccc2O[C@@H]1CN(C)Cc1ccc2c(c1)OCO2,1.3,3,1,-2,-2,1,22[16.7 µM]
Nc1ccc(Nc2ccc([N+](=O)[O-])cc2[N+](=O)[O-])cc1,-2.5,5,4,0,3,-3,·
COc1cccc2cc(C(=O)Nc3ccc(F)cc3)c(=Nc3ccc(C(=O)O)cc3)oc12,0.5,4,-2,0,-3,-6,0
OC1(C(F)(F)F)CC(c2ccc3ccccc3c2)=NO1 (stereo not given),1.2,·,0,0,2,-3,·
O=S(=O)(NCCS(=O)(=O)N1CCN(c2ccccc2)CC1)c1ccc(F)cc1,-1.6,-2,-2,-3,0,-7,·
COc1ccccc1NC(=O)N1[C@@H](C#N)[C@H](c2ccccc2)[C@@H]1CO,1.7,0,1,0,0,-3,·
O=C(N/C(=C\c1cccnc1)C(=O)N1CCC(O)CC1)c1ccccc1,3.0,0,0,0,4,6,·
C[C@@H]1CN([C@@H](C)CO)S(=O)(=O)c2ccc(Br)cc2O[C@H]1CN(C)Cc1cccc(F)c1,1.2,1,-1,4,0,-8,-4[16.7 µM]
O=C1NC[C@H](CCCCN2C[C@H](Cc3ccccc3)N(CC3CCCCC3)C(=O)C2=O)N(CCc2ccc(O)cc2)C1=O,-0.3,-14,1,2,5,15,·
CC(=O)N/C(=N/c1nc(C)cc(C)n1)Nc1ccc(C)cc1Cl,3.6,3,2,-5,-1,-4,19
CCOc1ccc(CCNC(=O)c2cccs2)cc1OCC,-5.4,1,-1,-9,-1,-6,·
COc1cccc(NC(=O)CN(C)C(=O)c2ccccc2CCc2ccccc2)c1,0.8,-1,2,3,0,-1,4
COc1cc(CCC(=O)NCc2ccc3c(c2)OCO3)cc(OC)c1OC,0.5,1,4,-2,3,9,-3
Cc1cc(C)cc(NC(=O)CSc2nc(CSc3ccc(Cl)cc3)cc(=O)[nH]2)c1,-0.2,0,-4,-1,-6,-5,-2
CC(C)CC(=O)Nc1ccc2c(c1)nc(CCN1CCCCC1)n2C,·,0,3,-5,-30,0,·
CC(=O)c1ccc(OC(C)C(=O)NC2CCCCC2C)cc1 (stereo not given),3.6,1,2,-1,-115,67*,-7
N#C[C@@H]1[C@H](c2ccc(C#Cc3ccc(F)cc3)cc2)[C@@H](CO)N1c1nc(-c2ccccc2)cs1,0.3,0,-2,9,0,3,·
CN(C)CCN1CCN(C2CN(Cc3cn(Cc4ccccc4)nn3)S(=O)(=O)C2)CC1 (stereo not given),-3.1,·,-7,-3,-57,3,·
COc1cc(C(=O)NCC(=O)NCCCSc2ccccc2)cc(OC)c1OC,-0.1,-2,1,-5,1,-3,·
Cc1cccc(NC(=O)c2cccc(S(=O)(=O)N3CCCC3)c2)n1,2.9,-4,2,-4,5,7,·
C=CCn1c(NCc2cc(Cl)ccc2O)nc2ccccc21,-1.6,1,1,0,0,-3,5
Cc1cccc2sc(NC(=O)C3CSC4(C)CCC(=O)N34)nc12 (stereo not given),-1.0,3,2,-4,0,-5,-4
CN(C)c1ccc(C(=O)/C=C/c2cccnc2)cc1,-0.5,5,0,4,·,10,-10
NS(=O)(=O)c1ccc(NC(=O)COC(=O)C2(c3ccccc3F)CCCC2)cc1,·,0,-10,-8,6,1,5

Copied from the list.
Cc1cc(C)cc(NC(=O)CSc2nc(CSc3ccc(Cl)cc3)cc(=O)[nH]2)c1 – miR-122 sensor = -2
CC(C)CC(=O)Nc1ccc2c(c1)nc(CCN1CCCCC1)n2C – DENV2 CPE rescue = 0

(next part)
mol,CFTR F508del cor,ERAP1 inh,ERp5 block,SIRT5 block,CASP6 VEID inh,DENV2 CPE rescue,miR-122 sensor
COc1cc(OC)c2c(c1O)OC(c1ccccc1)CC2=O (stereo not given),-5.0,2,7,2,40*,-4,1
CS(=O)(=O)N1CC(=O)N2[C@H](C1)[C@H](c1ccc(C#CCc3ccccc3)cc1)[C@@H]2CO,1.2,7,-6,-4,4,-9,·
C[C@H]1CCCCO[C@H](CN(C)C(=O)Nc2ccc(F)cc2)[C@@H](C)CN([C@@H](C)CO)C(=O)c2cc(NC(=O)Nc3ccccc3)ccc2O1,-0.4,-2,2,9,-2,-1,-5[16.7 µM]
COc1cc(/C=N/NC(=O)c2ccncc2)ccc1OCC(=O)Nc1cccc([N+](=O)[O-])c1,1.1,2,-8,2,1,6,2
Cc1c(NC(=O)c2cccc(NC(=O)C(C)Oc3ccccc3)c2)c(=O)n(-c2ccccc2)n1C (stereo not given),2.6,3,0,-2,3,2,5
COc1cccc(C(=O)Nc2cccnc2)c1,-1.3,1,-8,-2,-3,-28,·
CCCn1c(N)c(N2CCCCC2)c(=O)n(CC(=O)Nc2ccc(C(C)=O)cc2)c1=O,0.6,-1,-2,-5,-1,3,1
CC(C)(C)NC(=O)NCCc1ccccc1,-1.3,-4,4,-2,2,-2,4
Cn1ccc2c(-c3cccc(C=O)c3)cc3c(c21)C1CCC3O1 (stereo not given),-2.6,2,-3,-2,3,50*,14
COc1ccc(NC2=CC(c3ccc(F)cc3)N(c3ccc(OC)cc3)C2=O)cc1 (stereo not given),0.3,0,4,-4,-1,-13,·
Cc1ccccc1NC(=O)Cc1nc(COC(=O)c2cccc([N+](=O)[O-])c2)cs1,1.4,1,4,-2,-1,-1,0
C=CCN(C(=O)CNC(=O)c1cccs1)C(C(=O)NC1CCCCC1)c1cccnc1 (stereo not given),2.7,1,2,·,3,2,7
C[C@H]1CN([C@@H](C)CO)S(=O)(=O)c2ccc(-c3ccccc3)cc2O[C@H]1CN(C)Cc1ccncc1,1.7,2,-3,8,2,-16,8[16.7 µM]
COc1ccc(-c2c(C(=O)c3ccccc3)[nH]c(N)c2C(=O)NCCc2c[nH]c3ccccc23)cc1,-0.2,-3,-4,0,-1,31*,·
COC(=O)c1cc(NS(=O)(=O)c2ccc(N3CCOCC3)c(NC(C)=O)c2)cc(C(=O)OC)c1,-4.5,5,8,-4,-4,-16,-3
Cc1ccc(S(=O)(=O)N2CCCCC2)cc1NC(=O)c1ccc(Br)o1,-0.3,0,8,1,4,2,·
Oc1ccc(Cl)c(CN2CCN(c3ncc(Cc4ccccc4)cn3)CC2)c1,-3.5,-2,2,·,-1,-16,·
C[C@H]1CN([C@@H](C)CO)C(=O)c2cccc(NC(=O)Nc3cccc4ccccc34)c2O[C@@H]1CN(C)S(=O)(=O)c1cccs1,1.2,1,-1,0,2,3,-1[16.7 µM]
CS(=O)(=O)N1CCN(C(=O)c2csc3ccccc23)CC1,·,-2,1,-1,1,·,3
O=C(C[C@H]1CC[C@H](NC(=O)C2CC2)[C@@H](CO)O1)Nc1ccccc1,0.2,-2,-6,-1,-3,7,·
COc1ccc(NC(=O)CCCCC(=O)Nc2ccc(OC)cc2)cc1,-0.8,1,3,-1,1,-5,-6
O=C(COC(=O)c1cc[n+]([O-])cc1)Nc1cc([N+](=O)[O-])ccc1Cl,-3.1,0,8,-1,-2,-10,·
CC1CCCC(C)N1C(=O)COC(=O)c1cc(-c2cccs2)nn1-c1ccccc1 (stereo not given),-1.8,0,0,-4,10,-2,-2
COC(=O)c1ccc(CNC(=O)CC[C@H]2O[C@@H](n3cc(C)c(=O)[nH]c3=O)C[C@@H]2O)cc1,0.6,1,-3,-9,4,18,-7
CC1=Nc2ccccc2N=C(NC(=O)CSC(=S)N2CCCCC2)C1c1ccccc1 (stereo not given),2.2,5,2,-2,0,-4,·
CC(C)Cn1c(SCC(=O)N2CCN(S(=O)(=O)c3ccccc3)CC2)nc2ccccc21,·,1,-5,·,4,·,-2
COc1ccc(OC)c(CCNC(=O)CS(=O)(=O)Cc2nc(-c3ccccc3Cl)oc2C)c1,0.5,-3,·,1,1,-2,·
O=C(c1ccc(S(=O)(=O)N2CCCCC2)cc1)N(c1ccccn1)C1CCCCC1,-0.3,·,3,-5,1,6,-10
Cc1ccc(S(=O)(=O)N2CCC(C(=O)Nc3ccccc3N3CCCCC3)CC2)cc1,5.6,-3,9,-3,-2,-1,-4
C[C@@H]1CN([C@H](C)CO)C(=O)c2cccc(NC(=O)c3cnccn3)c2O[C@@H]1CN(C)S(C)(=O)=O,2.3,-2,-9,0,-2,4,-12[16.7 µM]
CO[C@@H]1CN(C)C(=O)c2ccc(NC(=O)Nc3cccc(F)c3)cc2OC[C@@H](C)NC[C@@H]1C,1.9,-9,2,6,-8,0,·
N=c1c(C(=O)NC2CCCC2)cc2c(=O)n3ccccc3nc2n1CC1CCCO1 (stereo not given),3.4,-2,1,·,4,3,·
COc1ccc(C(=O)C(=O)N2CCN(C(=O)OCc3ccccc3)CC2)cc1,0.9,-1,5,0,1,1,·
O=c1[nH]nc(-c2ccc(F)cc2)cc1Cc1ccc(F)cc1,-0.1,2,2,-1,1,1,-10
C[C@@H]1CCCCO[C@H](CN(C)S(=O)(=O)c2cn(C)cn2)[C@@H](C)CN([C@H](C)CO)C(=O)c2cc(NS(=O)(=O)c3cccs3)ccc2O1,0.1,2,-1,-5,-1,-4,7[16.7 µM]
CC(SC1=NCCN1S(C)(=O)=O)c1ccccc1 (stereo not given),1.7,-1,4,-4,2,4,-4
COc1ccc(NC(=O)Nc2ccc3c(c2)CC(=O)N([C@@H](C)CO)C[C@H](C)[C@H](CN(C)Cc2ccc(Cl)c(Cl)c2)O3)cc1,2.7,·,·,·,·,-6,-4[16.7 µM]
CCCn1cc([C@@H]2C[C@H]3CN(Cc4cccc(Cl)c4)C(=O)[C@]34CCCN24)c(C)n1,-1.1,-2,-4,-2,1,?,1
CCN(CC(O)c1cccc(O)c1)C(=O)C12CC3CC(CC(C3)C1)C2 (stereo not given),-0.2,-2,-1,8,-1,8,-3
CO[C@@H]1CN(C)C(=O)c2cc(NS(=O)(=O)c3ccc(Cl)cc3)ccc2OC[C@@H](C)N(C)C[C@H]1C,1.1,2,6,2,0,-12,·
COC(=O)C1(Cc2ccc(O)cc2)OC(=O)C(O)=C1c1ccc(O)cc1 (stereo not given),0.0,0,-5,4,9,-2,-1
O=C1c2cccnc2C(=O)N1Cc1ccc(S(=O)(=O)N2CCN(c3ccccc3)CC2)cc1,-0.9,-2,-2,-5,2,-6,-6
C[C@H](CO)N1C[C@H](C)[C@@H](CN(C)C)Oc2cc(Br)ccc2S1(=O)=O,-2.9,1,1,-4,2,5,-7[16.7 µM]
